# Screens deposited in PubChem BioAssay by Sanford-Burnham Center for Chemical Genomics.
# tim10-1 inh = growth inhibitors of tim10-1 mutant yeast. S. cerevisiae tim10-1 ts strain growth, BacTiter-Glo, 24 h. hit rate 2.2% among 330,000. inhibition, % at 20 µM;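 active = inhibition of at least 40%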;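 also: mutant grown at 25 °C; 0% = DMSO wells with yeast and 100% = wells holding no yeast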
# APJ ag = activates the human apelin receptor APJ; CHO-K1 APJ PathHunter beta-arrestin, luminescence; 0% DMSO wells, 100% apelin; activation, % at 20 µM; hit rate 0.11% among 330,000; AID 2520;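 active = activation more than six SD over the plate average, tested at 20 µM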;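 also: 0% = DMSO alone and 100% = apelin-13 at 10 nM; some results filed as inactive read as strong as hits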
#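 Test system – PathHunter CHO-K1 APJ (AGTRL-1) beta-arrestin reporter cells · Input – 1000 cells/well · Compound – single test compound dose, 20 µM final, 1% DMSO · Times – compound stimulation 90 min at 25 °C, detection 60 min · Technique – beta-gal luminescence · Read-out basis – APJ–arrestin association signal · Control set – negative DMSO alone, positive Apelin-13 at 10 nM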
# APJ antagonist = APJ receptor antagonism; AID 2521; CHO-K1 APJ beta-arrestin complementation, luminescence; inhibition, % at 20 µM; hit rate 0.32% among 330,000; P35414;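 active = inhibition above about 40% at 20 µM, limit read from the data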;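 also: cells challenged with 10 nM apelin-13 agonist together with compound; plate controls were apelin-13 plus DMSO wells for no effect and DMSO wells lacking apelin-13 for full effect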
# UPR XBP1 act = activators of adaptive arm of unfolded protein response (XBP1); activation, % at 20 µM; CHO-XBP1 luciferase reporter, IRE1-XBP1 UPR activation, luminescence; percent of tunicamycin response, DMSO as zero; hit rate 0.33% among 330,000;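 active = versus positive control, 20 µM dose yields 30% or more activation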;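 also: 100% = tunicamycin at 10 µg/mL and 0% = DMSO only wells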
#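 Material: IRE1-XBP1 luciferase reporter CHO line / Quantity: one thousand reporter cells per well / Buffer or medium: F12 with 10% serum / Compound: 20 µM single concentration, DMSO 1% / Times: 6 h treatment, 37 °C / Detection: Steady-Glo luciferase glow luminescence, 10 min after reagent addition / Benchmarks: tunicamycin high, DMSO low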
# CHOP UPR activ = activators of apoptotic arm of unfolded protein response (CHOP); hit rate 0.34% among 330,000; CHO-CHOP luciferase reporter, UPR activation, luminescence; percent of tunicamycin response over DMSO baseline; activation, % at 10 µM; AID 449763;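 active = at 10 µM dose, activation of 40% or more, normalized to positive control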;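 also: 100% = tunicamycin at 10 µg/mL and 0% = DMSO alone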
#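 measured by = luciferase luminescence | assay system = CHO-CHOP cells, stable luciferase reporter of PERK-eIF2a-CHOP signalling | amount = 500 reporter cells seeded per well | timing = 6 h compound exposure at 37 °C after overnight seeding | controls = positive tunicamycin 10 µg/mL, negative DMSO alone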
# tim23-1 inh = growth inhibitors of tim23-1 mutant yeast; inhibition, % at 20 µM; hit rate 1.3% among 330,000; S. cerevisiae tim23-1 growth, BacTiter-Glo luminescence, 24 h;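 active = growth inhibition of the mutant yeast at or above 50%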;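 also: temperature-sensitive mutant grown at 25 °C; plate controls were DMSO-treated mutant yeast for no effect and medium wells lacking yeast for full effect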
# TIM10 inh = TIM10 yeast growth inhibition; S. cerevisiae TIM10 strain growth, BacTiter-Glo luminescence, 24 h; inhibition, % at 10 µM; hit rate 1.4% among 330,000; AID 463195;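 active = inhibition of 40% or more at the single tested concentration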;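 also: wild-type TIM10 isogenic control strain grown at permissive 25 °C; 0% = DMSO yeast wells and 100% = minimal medium wells without yeast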
# CXCR6 block = inhibitors of human CXCR6 receptor | AID 602244 | CHO-K1 PathHunter CXCR6 beta-arrestin, luminescence | O00574 | inhibition, % at 20 µM | hit rate 0.36% among 360,000; in the data active = inhibition above about 34%, passing the limit was not always enough;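 also: antagonist mode with CXCL16 agonist at 10 nM final; 0% = 10 nM CXCL16 with DMSO and 100% = unstimulated wells without agonist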
# Mdm2-MdmX inh = disrupts the human Mdm2-MdmX interaction | O15151+Q00987 | SaOS-2 split-luciferase Mdm2/MdmX complementation, luminescence | inhibition, % at 8 µM | hit rate 3% among 330,000 | AID 485346;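 active = inhibition of at least 50% at 8 µM in the primary screen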
# Target sequence (O15151 whole entry, looked up): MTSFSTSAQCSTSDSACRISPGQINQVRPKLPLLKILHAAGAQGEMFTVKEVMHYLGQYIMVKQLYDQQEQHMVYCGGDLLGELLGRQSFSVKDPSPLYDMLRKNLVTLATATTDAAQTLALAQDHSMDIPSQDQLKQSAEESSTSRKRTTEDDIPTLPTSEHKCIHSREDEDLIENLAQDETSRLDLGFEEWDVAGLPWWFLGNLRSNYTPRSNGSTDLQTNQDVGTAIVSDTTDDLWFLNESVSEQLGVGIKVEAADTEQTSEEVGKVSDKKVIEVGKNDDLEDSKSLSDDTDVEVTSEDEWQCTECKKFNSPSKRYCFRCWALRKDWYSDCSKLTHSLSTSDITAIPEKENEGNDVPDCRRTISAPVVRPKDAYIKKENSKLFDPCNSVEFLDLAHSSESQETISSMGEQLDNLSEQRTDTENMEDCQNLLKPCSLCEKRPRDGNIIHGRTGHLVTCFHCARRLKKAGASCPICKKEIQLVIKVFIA
# Target sequence (Q00987 whole entry, looked up): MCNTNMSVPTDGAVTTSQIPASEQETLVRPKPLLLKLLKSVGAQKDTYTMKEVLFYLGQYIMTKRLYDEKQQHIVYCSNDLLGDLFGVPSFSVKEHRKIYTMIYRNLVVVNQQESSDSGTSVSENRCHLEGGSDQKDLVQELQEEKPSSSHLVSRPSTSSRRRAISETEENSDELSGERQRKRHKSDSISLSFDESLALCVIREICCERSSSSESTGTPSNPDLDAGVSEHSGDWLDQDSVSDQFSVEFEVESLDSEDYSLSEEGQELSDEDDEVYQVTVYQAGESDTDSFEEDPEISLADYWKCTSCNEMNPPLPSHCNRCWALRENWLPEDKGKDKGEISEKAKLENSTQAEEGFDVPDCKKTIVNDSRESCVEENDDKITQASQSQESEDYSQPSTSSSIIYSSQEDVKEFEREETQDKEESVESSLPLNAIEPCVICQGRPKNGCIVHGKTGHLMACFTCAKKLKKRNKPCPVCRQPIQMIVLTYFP
# The depositor's hits bear a star; / = not tested or not shown. A portion of the library (hit frequency here may not be typical).
SMILES,tim10-1 inh,APJ ag,APJ antagonist,UPR XBP1 act,CHOP UPR activ,tim23-1 inh,TIM10 inh,CXCR6 block,Mdm2-MdmX inh
CCOc1ccc2nc(NC(=O)CN3C(=O)NC4(CCCC4)C3=O)sc2c1,-4,8,14,0,2.7,-2,-4,-3,11
CC(Cc1ccccn1)NC(=O)CCc1nnc(C2CCCCC2)o1 (stereo not given),20,-2,-11,-3,1.2,6,-9,-3,-7
CCCS(=O)(=O)Nc1cccc(-c2cn3c(n2)SCC3)c1,7,0,27,-2,3.1,4,-10,1,-4
CCc1ccc2nc(/N=C(\N)NC(=O)c3ccccc3)nc(C)c2c1,-6,1,-1,2,6.7,7,2,-2,-17
CN(CCCCN1CCOCC1)Cc1nc(-c2ccc3c(c2)OCO3)no1,1,3,-24,-2,2.6,-5,-17,-2,0
Cc1cc(C)nc(NS(=O)(=O)c2ccc(NC(=O)Cc3ccccc3F)cc2)n1,0,3,21,-5,0.3,12,2,2,-7
O=C(COC(=O)c1cc([N+](=O)[O-])ccc1Cl)NCCc1ccccc1,8,-3,-82,1,-1.1,41,2,-5,-9
Cc1ccc(S(=O)(=O)N2CCOCC2)cc1C(=O)OCc1nnc(-c2ccccc2)o1,2,1,-24,-3,2.8,14,3,-5,14
Cc1ccc(NC(=O)COC(=O)C2CSC3(C)CCC(=O)N23)c(C)c1 (stereo not given),-10,-3,15,-1,-1.8,-13,8,-1,7
Cc1ccc(N(C(=O)c2ccc(Br)o2)C2C=CS(=O)(=O)C2)cc1 (stereo not given),-20,-2,-2,-1,-2.2,5,-2,1,3
CCOC(OCC)c1cn(Cc2ccc3c(c2)C(=O)c2ccccc2C3=O)nn1,44*,17,6,-1,-0.6,61*,37,/,-7
O=C(c1cccc(C(=O)N2CCN(c3ncccn3)CC2)c1)N1CCN(c2ncccn2)CC1,13,-1,-17,4,2.3,15,-2,-3,5

# Results in APJ ag and CXCR6 block (two entries from above):
molecule | APJ ag | CXCR6 block
CC(Cc1ccccn1)NC(=O)CCc1nnc(C2CCCCC2)o1 (stereo not given) | -2 | -3
CCCS(=O)(=O)Nc1cccc(-c2cn3c(n2)SCC3)c1 | 0 | 1

# Next section.
SMILES,tim10-1 inh,APJ ag,APJ antagonist,UPR XBP1 act,CHOP UPR activ,tim23-1 inh,TIM10 inh,CXCR6 block,Mdm2-MdmX inh
CCOc1cc(/C=N/NC(=O)C(=O)NC)cc(Br)c1O,2,-1,17,-3,1.2,-13,-18,4,3
Cc1ccccc1-n1nc(C(=O)O)c(C)c(C#N)c1=O,5,5,12,0,-0.7,12,-2,4,-26
CC(C)CC(=O)Nc1ccc(C(=O)CN2CCC(C)CC2)cc1,7,-2,8,-6,1.1,9,8,-2,7
Cc1ccc(C(=O)NCCCNc2ccccc2[N+](=O)[O-])cc1,-23,-4,7,-6,1.4,46,7,14,9
COc1ccc(CN(C(=O)c2nsc(Cl)c2Cl)C(C(=O)NC2CCCCC2)c2ccc(OC)cc2)cc1 (stereo not given),19,-1,10,-3,-1.0,21,10,19,19
CCC1(C)Cc2c(sc3[nH]c(=O)[nH]c(=O)c23)CS1 (stereo not given),1,-7,-16,0,-1.6,1,-14,1,12
COc1cc2cc(C(c3nnnn3C3CCCC3)N(C)C3CCCCC3)c(=O)[nH]c2cc1OC (stereo not given),17,-2,-2,0,1.2,17,5,8,-8
COc1ccccc1C(=O)Nc1ccc2c(c1)nc1n2CCN(C2CCCCC2)C1,22,1,-11,0,2.3,16,-14,14,15
CCc1ccc2c(c1)C1(SC(NC(C)=O)=NN1C(C)=O)C(=O)N2C(C)C (stereo not given),3,3,-2,1,0.7,-8,-7,3,9
Cc1cccc(NC(=O)CSCC(=O)N=c2sccn2C)c1,6,5,16,-1,4.0,-1,7,2,9
O=C(Nc1cccc(Cl)c1)C1C2CCC3C(CCC21)C3(Cl)Cl (stereo not given),38,-3,2,6,2.6,21,30,-14,69*
O=C(NCC(=O)N(Cc1ccc(F)cc1)C(C(=O)NC1CCCC1)c1ccco1)c1ccco1 (stereo not given),27,-2,24,-2,1.4,27,24,0,-10
Cc1noc(C)c1C(=O)OCC(=O)N(C)C1CCS(=O)(=O)C1 (stereo not given),-4,2,-1,2,-0.1,14,0,12,1
COc1ccc(NC(=O)C(c2ccc(C)cc2)N(C)C(=O)c2cnccn2)cc1 (stereo not given),16,1,3,-3,-0.7,15,5,4,-18
O=C(CN1C(=O)NC2(CCCC2)C1=O)Nc1ccc(F)cc1,21,-4,11,1,-0.5,-9,-14,5,8
Cc1nn(Cc2ccccc2)c(C)c1NC(=O)c1cc2nc(-c3ccco3)cc(C(F)(F)F)n2n1,-9,3,-3,7,-3.0,13,-8,10,14
COc1ccccc1-c1noc2ncnc(Nc3cccc(C)c3)c12,12,6,9,4,0.0,-1,-10,11,26
O=C(OCC(=O)C12CC3CC(CC(C3)C1)C2)c1ccc(O)cc1O,53*,6,6,4,3.4,76*,27,-2,12
COc1ccc(S(=O)(=O)N2CCC(C(=O)N[C@@H](C)C(=O)NCc3cccc(OC)c3)CC2)cc1,13,-3,4,-2,1.4,7,8,-2,16
Cc1cc(C)n(S(=O)(=O)c2cc(C(=O)O)c(Cl)cc2Cl)n1,-6,-1,-13,-1,0.5,-4,-22,3,6
Cc1ccc2nc(SCC(=O)NC3CCCc4ccccc43)[nH]c2c1 (stereo not given),26,-3,10,-3,-1.7,1,-9,-3,9
Cc1cccc(C(=O)Nc2cccc(C(=O)N/N=C/c3ccncc3)c2)c1,12,1,4,0,1.4,10,5,-6,6
CC1CCN(CC(=O)Nc2nc(-c3ccccc3)cs2)CC1,16,-1,4,-2,4.0,30,8,-1,-7
CC(CN(C)C)CN1c2ccccc2Sc2ccccc21 (stereo not given),29,-2,11,-6,1.0,1,20,3,40

# An excerpt from further up, as a working copy:
SMILES,tim10-1 inh,APJ ag,APJ antagonist,UPR XBP1 act,CHOP UPR activ,tim23-1 inh,TIM10 inh,CXCR6 block,Mdm2-MdmX inh
Cc1cccc(NC(=O)CSCC(=O)N=c2sccn2C)c1,6,5,16,-1,4.0,-1,7,2,9
O=C(Nc1cccc(Cl)c1)C1C2CCC3C(CCC21)C3(Cl)Cl (stereo not given),38,-3,2,6,2.6,21,30,-14,69*
O=C(NCC(=O)N(Cc1ccc(F)cc1)C(C(=O)NC1CCCC1)c1ccco1)c1ccco1 (stereo not given),27,-2,24,-2,1.4,27,24,0,-10
Cc1noc(C)c1C(=O)OCC(=O)N(C)C1CCS(=O)(=O)C1 (stereo not given),-4,2,-1,2,-0.1,14,0,12,1
COc1ccc(NC(=O)C(c2ccc(C)cc2)N(C)C(=O)c2cnccn2)cc1 (stereo not given),16,1,3,-3,-0.7,15,5,4,-18
O=C(CN1C(=O)NC2(CCCC2)C1=O)Nc1ccc(F)cc1,21,-4,11,1,-0.5,-9,-14,5,8
Cc1nn(Cc2ccccc2)c(C)c1NC(=O)c1cc2nc(-c3ccco3)cc(C(F)(F)F)n2n1,-9,3,-3,7,-3.0,13,-8,10,14
COc1ccccc1-c1noc2ncnc(Nc3cccc(C)c3)c12,12,6,9,4,0.0,-1,-10,11,26
O=C(OCC(=O)C12CC3CC(CC(C3)C1)C2)c1ccc(O)cc1O,53*,6,6,4,3.4,76*,27,-2,12
COc1ccc(S(=O)(=O)N2CCC(C(=O)N[C@@H](C)C(=O)NCc3cccc(OC)c3)CC2)cc1,13,-3,4,-2,1.4,7,8,-2,16
Cc1cc(C)n(S(=O)(=O)c2cc(C(=O)O)c(Cl)cc2Cl)n1,-6,-1,-13,-1,0.5,-4,-22,3,6
Cc1ccc2nc(SCC(=O)NC3CCCc4ccccc43)[nH]c2c1 (stereo not given),26,-3,10,-3,-1.7,1,-9,-3,9
Cc1cccc(C(=O)Nc2cccc(C(=O)N/N=C/c3ccncc3)c2)c1,12,1,4,0,1.4,10,5,-6,6
CC1CCN(CC(=O)Nc2nc(-c3ccccc3)cs2)CC1,16,-1,4,-2,4.0,30,8,-1,-7
CC(CN(C)C)CN1c2ccccc2Sc2ccccc21 (stereo not given),29,-2,11,-6,1.0,1,20,3,40

# Further entries
SMILES,tim10-1 inh,APJ ag,APJ antagonist,UPR XBP1 act,CHOP UPR activ,tim23-1 inh,TIM10 inh,CXCR6 block,Mdm2-MdmX inh
CC(Cc1ccccc1)NC(=O)CSc1nc2nc3c(cc2c(=O)n1-c1ccccc1)COC(C)(C)C3 (stereo not given),10,-2,-1,4,1.6,11,11,3,13
Cc1ccccc1C(C(=O)NC1CCCC1)N(C(=O)Cc1cccs1)c1ccc2c(c1)OCCO2 (stereo not given),17,-1,16,2,-1.3,19,14,8,-24
O=C(CCCN=C1NS(=O)(=O)c2ccccc21)OCC(=O)c1ccccc1Cl,17,2,0,0,0.4,11,-2,8,-20
COc1ccc(/C=C2\SC(=S)N(CCC(=O)Nc3cccc(C(=O)O)c3)C2=O)cc1,-11,0,19,2,1.6,-2,7,-5,19
Cc1cccc(N2CCN(S(=O)(=O)c3cnc[nH]3)CC2)c1C,-3,0,-71,-3,1.3,-9,-3,-3,-1
O=C(CCSc1nc(-c2ccco2)cc(C(F)(F)F)n1)NCc1ccccn1,16,0,5,-2,-1.9,20,-16,-3,12
CC1CCN(c2ccccc2NC(=O)c2cc([N+](=O)[O-])ccc2N2CCOCC2)CC1,20,-2,0,-3,10,12,13,15,49
COc1ccc(CCNS(=O)(=O)c2ccc(C3CNC(=O)C3)cc2)cc1OC (stereo not given),1,0,13,-1,-1.4,-7,1,7,2
Cc1nnc(SCC(=O)Nc2ccc3c(c2)OCCO3)n1N,7,-1,-1,-7,-1.0,17,5,0,8
COc1ccc(S(=O)(=O)n2nc(OC(=O)c3ccccc3Br)cc2N)cc1,35,-2,20,0,0.5,30,50*,13,14
Cc1ccc(S(=O)(=O)c2c(O)c3ccc(C(=O)O)cc3[nH]c2=O)cc1,8,0,6,-1,1.7,-8,3,8,6
